Source: PubChem BioAssay
LEDGF integ inh = blocks HIV-1 LEDGF/p75-dependent DNA integration | TR-FRET IN-LEDGF/p75 DNA integration, Eu/Cy5 | inhibition, % at 3.7 µM | 0.64% of 370,000 active;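 active = inhibition above the screen-wide mean plus 3 SD, cut at about 13% in these data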;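 also: signal is the Cy5 over europium emission ratio at 671 and 618 nm; 0% = plate median of compound wells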
HTRA1 inhibitor = inhibitors of human serine peptidase HTRA1. Q92743. recombinant HTRA1, FP-rhodamine activity-based probe, fluorescence polarization. inhibition, % at 5.96 µM. 0.5% of 340,000 active. AID 504803; in the data active = inhibition above about 36%;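 also: 0% = enzyme with DMSO and 100% = wells lacking enzyme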
Target sequence (Q92743 whole entry, looked up): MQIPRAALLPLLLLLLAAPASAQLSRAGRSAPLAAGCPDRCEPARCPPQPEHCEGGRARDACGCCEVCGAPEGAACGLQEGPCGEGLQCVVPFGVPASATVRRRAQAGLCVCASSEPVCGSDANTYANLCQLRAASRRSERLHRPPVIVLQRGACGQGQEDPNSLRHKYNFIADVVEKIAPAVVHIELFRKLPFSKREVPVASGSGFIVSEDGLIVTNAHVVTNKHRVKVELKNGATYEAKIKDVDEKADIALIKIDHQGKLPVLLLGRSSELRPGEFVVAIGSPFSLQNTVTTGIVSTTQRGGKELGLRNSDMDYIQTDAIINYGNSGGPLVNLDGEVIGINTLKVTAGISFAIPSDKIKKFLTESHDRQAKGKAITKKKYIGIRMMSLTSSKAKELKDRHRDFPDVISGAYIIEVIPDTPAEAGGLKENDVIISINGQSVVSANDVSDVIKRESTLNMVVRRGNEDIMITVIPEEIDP
PG9 Ab binder = small molecules binding HIV-1 gp120 antibody PG9. TR-FRET gp120-PG9 antibody binding. inhibition, % at 6.7 µM. 0.43% of 360,000 active. AID 624416; in the data active = inhibition above about 8.5%
rCAG RNA binder = binds r(CAG) RNA repeats. r(CAG) RNA repeat, TO-PRO-1 dye displacement fluorescence. inhibition, % at 3 µM. 1.3% of 370,000 active;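 active = inhibition above the plate cutoff, the mean of all test compounds on that plate plus 3 SD, cut at about 35% in these data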;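 also: 0% = DMSO alone and 100% = 100 µM mitoxantrone as full dye displacement; higher means more dye released from RNA so lower well fluorescence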
TCR-CD3 inh = blocks the human TCR-CD3 interaction. inhibition, % at 9.4 µM. 0.37% of 360,000 active. AID 651800. TAMRA-labeled TCR probe fluorescence, biochemical; in the data active = inhibition above about 19%;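 also: recombinant mutant TCR 2C K166C tagged with TAMRA read by polarization; 0% = receptor in buffer alone and 100% = receptor with positive control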
Rev-erbA mod = modulates human Rev-erb alpha binding to DNA | P20393 | 0.79% of 370,000 active | activity, % at 10 µM | AID 1259318 | Rev-erbα–FITC-DNA binding, fluorescence polarization, 90 min;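 active = activity above about 14%, limit read from the data; passing the limit was not always enough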;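 also: 0% = DMSO wells with 35 nM protein and 100% = DMSO wells with 750 nM protein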
SIAE primary = human SIAE inhibition, primary screen; Q9HAT2; SIAE FP-Rh probe binding, fluorescence polarization; inhibition, % at 9.66 µM; 0.69% of 370,000 active;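 active = inhibition above a cutoff: mean of compounds within the control limits plus 3 SD of those, cut at about 17% in these data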;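 also: 0% = plate median of compound wells and 100% = probe without SIAE protein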
PRMT1 FP inh = PRMT1 (human) inhibition, primary screen; Q99873; recombinant PRMT1, activity-based probe fluorescence polarization; inhibition, % at 2.79 µM; 1.3% of 370,000 active; AID 652257;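 active = inhibition above about 21% made by adding two undisclosed values, limit read from the data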
Target sequence (Q99873 whole entry, looked up): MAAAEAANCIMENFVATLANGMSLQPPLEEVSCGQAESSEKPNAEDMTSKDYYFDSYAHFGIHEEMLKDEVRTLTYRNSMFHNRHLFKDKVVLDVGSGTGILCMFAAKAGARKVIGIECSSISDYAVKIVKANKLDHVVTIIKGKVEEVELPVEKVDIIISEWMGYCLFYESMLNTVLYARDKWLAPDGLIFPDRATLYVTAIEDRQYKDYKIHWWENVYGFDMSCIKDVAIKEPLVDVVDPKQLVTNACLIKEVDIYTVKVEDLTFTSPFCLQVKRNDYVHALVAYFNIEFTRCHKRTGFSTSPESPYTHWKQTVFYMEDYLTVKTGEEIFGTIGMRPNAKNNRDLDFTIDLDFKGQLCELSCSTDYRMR
ABHD4 inh = inhibits mouse alpha/beta hydrolase domain 4 | Q8VD66 | purified mABHD4, FP-Rh probe fluorescence polarization | inhibition, % at 8.92 µM | 0.54% of 370,000 active;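 active = inhibition exceeding the mean over every tested compound plus 3 SD, cut at about 30% in these data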;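 also: 0% = plate median of compound wells and 100% = S159A mutant with DMSO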
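Test system: mABHD4 protein | Buffer or medium: HEPES pH 7.0 buffer, 150 mM NaCl, 0.01% Pluronic F-127 | Probe or stimulus: FP-Rh fluorescent activity-based probe, added after compound pre-incubation | Timing: Pre-incubation 45 min, probe exposure 60 min, at 25 °C | Technique: Fluorescence polarization, excitation 525 nm, emission 598 nm, BODIPY TMR filters | Repeats: Single well per compound (singlicate)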
TDP2 absorb = TDP2 (human) inhibition, absorbance primary screen; 0.34% of 370,000 active; AID 720702; recombinant TDP2, T5PNP hydrolysis, p-nitrophenol absorbance 415 nm; inhibition, % at 12.8 µM;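 active = inhibition above the mean of all tested compounds plus 3 SD, set per campaign, cut at about 25% in these data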;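 also: 0% = DMSO with enzyme and 100% = buffer with substrate but no TDP2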
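Assay system: recombinant human TDP2 / Reagent: T5PNP substrate at 5 mM, a TopII-DNA adduct mimic / Measured by: epi absorbance from released p-nitrophenol / Evaluation: % inhibition relative to enzyme-containing and enzyme-free wells / Control set: enzyme-free and DMSO wells / Replicates: each compound tested once, singlicate / Schedule: enzyme reaction with compound for 2 h at 37 °C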
An asterisk follows results filed as active; nt = not tested or not shown. Only part of the results is shown; count on the stated rates, not on these rows.

Molecule	LEDGF integ inh	HTRA1 inhibitor	PG9 Ab binder	rCAG RNA binder	TCR-CD3 inh	Rev-erbA mod	SIAE primary	PRMT1 FP inh	ABHD4 inh	TDP2 absorb
COc1ccc(OCC(=O)NC(=O)c2ccccc2OC)c([N+](=O)[O-])c1	1	1	-1.0	-3	6	-1	-8	-2	2	13
O=C(CC1SC(N2CCCCC2)=NC1=O)Nc1ccc(C(=O)O)cc1 (stereo unspecified)	6	6	-6.2	-1	-9	0	4	0	1	-6
O=C(CCc1ccccc1)NNC(=O)c1ccncc1	0	1	-0.2	1	-3	-5	-5	-6	-1	-1
CN(C)c1ccc(/C=C(\C#N)C(=O)OCC(=O)N(C)C2CCS(=O)(=O)C2)cc1 (stereo unspecified)	2	-2	-7.3	2	-2	20*	-10	-3	-11	0
COc1cc(C2c3c(n[nH]c3C)C(=O)N2c2ccc(C)cc2)ccc1O (stereo unspecified)	1	-2	-0.5	4	0	1	1	2	4	7
COCc1nnc(NC(=O)CCc2ccccc2)s1	-2	5	0.8	-3	4	3	-1	3	-1	11
CC(=O)c1ccc(NC(=O)C(C)OC(=O)COc2ccc(C#N)cc2)cc1 (stereo unspecified)	2	-7	-1.4	-1	5	-1	-1	1	1	16
C/C=C/c1ccccc1OCc1ccc(C(=O)OC)o1	-4	-7	-2.0	-5	7	7	-4	1	6	5
CCOc1ccc(NC(=O)CN(C)CC(=O)Nc2ccccc2SC)cc1OCC	0	1	-1.5	-8	10	-3	0	-2	-7	-9
CC(=O)Nc1ccc(S(=O)(=O)NCCS(=O)(=O)N2CCN(c3ccccc3F)CC2)cc1	2	-2	-2.1	6	-5	-2	2	2	-7	-3

Compounds listed so far with an aryl methoxy group (two):
Molecule	LEDGF integ inh	HTRA1 inhibitor	PG9 Ab binder	rCAG RNA binder	TCR-CD3 inh	Rev-erbA mod	SIAE primary	PRMT1 FP inh	ABHD4 inh	TDP2 absorb
COc1ccc(OCC(=O)NC(=O)c2ccccc2OC)c([N+](=O)[O-])c1	1	1	-1.0	-3	6	-1	-8	-2	2	13
COc1cc(C2c3c(n[nH]c3C)C(=O)N2c2ccc(C)cc2)ccc1O (stereo unspecified)	1	-2	-0.5	4	0	1	1	2	4	7

(more compounds)
Molecule	LEDGF integ inh	HTRA1 inhibitor	PG9 Ab binder	rCAG RNA binder	TCR-CD3 inh	Rev-erbA mod	SIAE primary	PRMT1 FP inh	ABHD4 inh	TDP2 absorb
CNC(=O)CSCc1c(Cl)cccc1Cl	-6	-3	0.1	-2	-4	-2	-13	13	-13	-25
Cc1ccc(C)c(NC(=O)CSc2c(C)n[nH]c2C)c1	-1	-1	-1.0	2	5	-2	0	5	1	12
CC(=O)Nc1cc(-c2ccncc2)cn2c(-c3ccccc3)cnc12	3	nt	-2.7	5	1	-5	5	0	-5	1
Cc1[nH]n(C(N)=S)c(=O)c1N=Nc1cccc(Cl)c1	-3	3	-1.1	7	-6	6	2	-4	11	10
C=CCn1c(COC)nnc1SCC(=O)c1ccc(F)cc1	0	0	-0.8	-2	-3	-1	3	1	4	3
O=C(COC(=O)c1ccc(S(=O)(=O)N2CCc3ccccc3C2)cc1)NC1CCS(=O)(=O)C1 (stereo unspecified)	-4	1	0.4	0	-8	-5	0	-1	7	8
COc1cc(C2c3sc(=O)[nH]c3SC3C4CCC(C4)C23)ccc1O (stereo unspecified)	-2	-39	0.3	9	-6	7	3	3	5	-2
Cc1ccc2nsnc2c1NC(=O)c1ccc([N+](=O)[O-])cc1	-3	-1	-2.7	-4	-5	3	-5	5	-9	-14
CCCCn1nnnc1SCC(=O)N(CC)CC	-1	0	0.7	0	-2	1	-4	0	2	-7
COc1ccc(CN2CCNC(=O)C2CC(=O)N2CCCN(C(C)=O)CC2)c(OC)c1 (stereo unspecified)	0	2	0.5	0	7	-2	2	2	-4	4
CCN(CC)S(=O)(=O)c1ccc(O)c(C(=O)OCC(=O)NC2CCCC2)c1	-1	-2	-2.6	4	5	3	2	-1	3	9
COCCCNC(=O)CCN1C(=O)COc2ccccc21	0	4	0.8	-2	-3	-3	-5	-1	-4	-9
CCCCc1ccc(NC(=O)CC(C)(C)C)cc1	-2	-10	-1.1	-9	2	-2	-3	4	-28	-13
CCOC(=O)C1Nc2ccccc2C2C(O)C(O)CC12 (stereo unspecified)	10	22	-2.2	43*	1	-7	5	27*	51*	22
COCCNC(=O)C1(C)CCCN(C(=O)c2ccc3c(c2)CCO3)C1 (stereo unspecified)	-1	nt	2.3	-1	-8	-5	-2	3	-7	-4
COc1ccc(N2C(=O)c3ccccc3C(C)(C)C2=O)cc1	1	2	-3.0	0	0	-4	-1	-1	0	-9
C[C@@H]1CC[C@]2(O[C@@H](CCO)C[C@@H](O)[C@@H]2O)O1	0	7	-2.6	-2	8	-3	-1	-2	4	-3
O=C(CNC(=O)c1ccccc1)OCC(=O)c1ccc(Cl)s1	-2	4	1.8	2	6	4	-3	5	5	10
O=C(COc1ccc(Cl)cc1Cl)Nc1cccc(-c2ccc(N3CCOCC3)nn2)c1	2	2	1.8	1	8	22*	6	-2	-1	7
O=C(Nc1ccc(S(=O)(=O)N2CCCC2)cc1)C1CCN(S(=O)(=O)c2ccc(F)cc2)CC1	-4	-12	0.7	11	-7	-5	-8	4	-17	-2
CCOc1cc(N2CCOCC2)c(OCC)cc1NC(=O)COc1ncnc2ccccc12	-4	11	-1.9	-3	2	-6	-3	3	6	-7
COc1ccc(C(=O)NC2CCN(CC(=O)NC3CCCCC3)CC2)cc1	0	3	-1.6	-3	-4	5	1	-1	-2	-6
S=C(NCCCN1CCOCC1)Nc1ccc(Cl)cc1	1	0	2.1	-1	1	2	3	-3	0	10
CCOCCCNC(=S)N(Cc1ccco1)Cc1cc2cc3c(cc2[nH]c1=O)OCCO3	-3	-4	-0.4	-3	2	2	7	-2	-6	-8
N#Cc1ccccc1S(=O)(=O)N1CCN(CC(=O)Nc2ccccc2C(=O)NC2CC2)CC1	-5	0	0.0	0	0	-4	4	2	3	7
COc1cc2[nH]c(=O)n(CCC(=O)NC3CCN(Cc4ccccc4)CC3)c(=O)c2cc1OC	-2	-1	-1.1	3	-2	1	-1	-2	-2	10
Cc1ccc(SCC(=O)c2cc(C)c(OC(=S)N(C)C)c(C)c2)cc1	0	-14	0.3	-1	5	5	-7	1	-2	2
CCCNS(=O)(=O)c1ccc(CCC(=O)N2CCOCC2)cc1	2	2	-1.0	-1	3	-2	3	-1	-1	0
COc1ccc(C(=O)Nc2ccc(S(=O)(=O)Nc3cc(C)nc(C)n3)cc2)cc1	-1	8	2.2	5	3	-3	-4	3	2	16
CCOC(=O)c1ccc(CNC(=O)CSc2nnnn2-c2ccc(Cl)cc2)o1	-1	-3	-2.8	-4	-8	-3	-4	0	3	3
Cc1ccc(S(=O)(=O)N2C[C@H]3C(=O)C[C@@H](c4cccc(Cl)c4)N(S(=O)(=O)c4ccc(C)cc4)[C@H]3C[C@H]2c2ccc(Cl)cc2)cc1	2	-17	0.3	13	3	6	-19	-6	-1	-4
CN(Cc1ccccc1)C(=O)OCc1cn(Cc2cccc(F)c2)nn1	1	nt	nt	0	nt	1	5	0	3	9
COc1ccc(CN=C(C)c2c(C(F)(F)F)[nH]n(-c3nc4ccccc4s3)c2=O)cc1	-1	-5	0.6	2	-4	-6	-5	-1	-3	1
N#Cc1ccc(C(=O)OCCc2cc3ccccc3c(=O)o2)cc1	1	3	-0.8	-4	5	2	11	-1	-3	7
COc1ccc(CCNC(=O)CCCn2c(SCC(N)=O)nc3cc4c(cc3c2=O)OCO4)cc1OC	1	nt	-0.4	-3	7	4	2	-4	1	-5
Cc1cc(C)nc(N/N=C/c2sccc2C)n1	0	-1	-0.1	-3	-8	4	-1	5	-6	-7
COCCn1c(SCC(=O)Nc2cc(C(C)(C)C)nn2-c2ccccc2)nc2ccccc2c1=O	-4	2	-1.1	-4	-2	-3	-6	2	11	2
COc1ccc(C2C(C(=O)NCCCN3CCOCC3)c3ccccc3C(=O)N2c2ccc(OC)cc2)cc1 (stereo unspecified)	12	0	-0.2	-3	0	10	-4	-4	-4	-9
CCOC(=O)c1ccccc1NC(=O)c1ccc(F)cc1	2	5	-1.4	2	-2	3	-1	1	1	-1
CCc1cc2c(CN3CCN(CCO)CC3)cc(=O)oc2cc1O	-2	5	-0.5	-3	-2	-4	6	1	1	1
CCCCCCn1c(N2CCC(C(N)=O)CC2)nc2c1c(=O)n(C)c(=O)n2C	0	2	-2.8	-7	-1	-5	-5	2	0	10
O=C(CCN1C(=O)C2CCCCC2C1=O)N1CCN(S(=O)(=O)c2c(F)cccc2F)CC1 (stereo unspecified)	-1	6	0.8	-6	-4	7	-3	2	2	6
C[C@H]1[C@@H](NC(=O)c2cccc(N(C)C)c2)CC[C@@]23CCCN2C(=O)CCC[C@@H]13	2	nt	nt	nt	nt	10	-6	0	-2	6
CN1CCC(N2CCN(C3CN(C4CCCC4)S(=O)(=O)C3)CC2)CC1 (stereo unspecified)	3	nt	0.1	1	4	1	-5	2	6	2
Cc1cc(C(=O)NCC2COc3ccccc3O2)c2ccccc2n1 (stereo unspecified)	0	-2	0.5	1	3	-3	0	-2	-5	11
COc1cc(C(=O)N2CCNCC2)cc(OC)c1OC	2	8	-3.5	0	1	2	-4	-2	0	23
COc1ccc(/C=N/NC(=O)CN(CCc2ccccc2)S(=O)(=O)c2ccc(NC(C)=O)cc2)cc1OC	0	-24	-2.6	6	-1	8	-15	-2	-9	5
CCOC(=O)N1CCN(C(=O)COc2ccc(Br)cc2Cl)CC1	4	-6	1.0	-9	-3	6	5	2	3	-6
CC(C)(Cc1ccc(O)cc1)NC(=O)CC(=O)N=Nc1c(O)[nH]c2ccc(Br)cc12	-4	-4	-1.9	21	5	2	-3	1	5	3
O=C(NNC(=O)c1cncc(Br)c1)c1ccncc1	1	10	-1.9	0	-5	8	3	-3	-1	2

(listing goes on)
Molecule	LEDGF integ inh	HTRA1 inhibitor	PG9 Ab binder	rCAG RNA binder	TCR-CD3 inh	Rev-erbA mod	SIAE primary	PRMT1 FP inh	ABHD4 inh	TDP2 absorb
Cc1ccccc1CSCC(=O)c1c(N)n(CC(C)C)c(=O)n(C)c1=O	-1	-4	-0.3	-5	1	-4	4	-2	1	-1
Cc1nc([N+](=O)[O-])c(Br)n1CC(=O)c1ccc(Br)cc1	2	-4	-0.8	2	3	-2	3	1	4	12
CC(C)CC(=O)NC(=S)Nc1ccc(N2CCOCC2)cc1	-3	2	-0.5	-6	6	-4	5	1	-2	4
O=C(c1cccc2ccccc12)N1CCN(Cc2ccccc2F)CC1	3	-4	0.3	-8	-9	5	3	0	15	13
CCOc1ccc(NC(=O)CSCC(=O)O)cc1	2	0	-0.6	6	-2	-1	2	0	-2	-11
COC(=O)[C@H](CC(C)C)N(Cc1cn(Cc2ccc(C)cc2)nn1)S(=O)(=O)c1ccc(F)cc1Br	0	nt	nt	0	nt	-3	2	2	-6	-7
